FAK blocker = blocks human focal adhesion kinase activity. Q05397. biochemical FAK kinase activity assay. inhibition, %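 (tested at 7 µM)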. actives 0.84% (n = 97,000). AID 727; in the data active means inhibition above about 19%;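 further: 0% = DMSO and 100% = reference compound high control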
PLK1 PBD inh = inhibitors of human Plk1 polo box domain binding; P53350; Plk1 PBD phosphopeptide binding, fluorescence polarization; inhibition, %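 (tested at about 20 µM)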; actives 0.13% (n = 97,000); in the data active means inhibition above about 34%, passing the limit was not always enough
ERa SRC1 inh = blocks coactivator binding to human estrogen receptor alpha; actives 1.7% (n = 86,000); P03372; inhibition, % at 25.6 µM; TR-FRET ER-alpha LBD / SRC-1 peptide, estradiol-bound; in the data active means inhibition above about 50%;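 further: 0% = receptor plus peptide control and 100% = peptide only without receptor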
CD11b adhes enh = increases human CD11b/CD18 adhesion to fibrinogen; P05107+P11215; K562 CD11b/CD18 adhesion to fibrinogen, ATPlite luminescence; activation, % at 10 µM; actives 0.07% (n = 93,000); AID 1499;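 active means 10 µM primary screen giving 50% or more activity, confirmed by 40% or more on retest at that dose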; further: strong numbers were not always called active
Target sequence (P05107 whole entry, looked up, other chains not shown): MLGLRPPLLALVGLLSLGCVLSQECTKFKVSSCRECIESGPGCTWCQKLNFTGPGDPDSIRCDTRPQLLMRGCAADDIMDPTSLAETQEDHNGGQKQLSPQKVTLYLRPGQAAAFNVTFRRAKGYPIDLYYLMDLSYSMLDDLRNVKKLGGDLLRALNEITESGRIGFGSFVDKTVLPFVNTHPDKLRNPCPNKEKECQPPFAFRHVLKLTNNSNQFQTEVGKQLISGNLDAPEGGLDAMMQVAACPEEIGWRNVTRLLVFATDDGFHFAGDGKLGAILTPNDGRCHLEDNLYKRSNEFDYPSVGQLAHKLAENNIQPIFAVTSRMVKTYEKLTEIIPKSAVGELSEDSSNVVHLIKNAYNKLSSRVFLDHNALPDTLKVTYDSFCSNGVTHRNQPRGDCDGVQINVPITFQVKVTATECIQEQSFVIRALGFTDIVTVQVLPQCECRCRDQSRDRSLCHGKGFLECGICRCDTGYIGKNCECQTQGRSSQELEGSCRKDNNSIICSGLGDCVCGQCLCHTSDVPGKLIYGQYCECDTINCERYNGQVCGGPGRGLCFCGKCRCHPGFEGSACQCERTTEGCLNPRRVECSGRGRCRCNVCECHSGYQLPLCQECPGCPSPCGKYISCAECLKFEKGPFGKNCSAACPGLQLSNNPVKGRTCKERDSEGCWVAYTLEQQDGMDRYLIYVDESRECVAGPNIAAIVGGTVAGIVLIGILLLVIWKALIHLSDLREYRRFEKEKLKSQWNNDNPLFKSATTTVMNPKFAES
Rev-RRE block = HIV Rev-RRE protein-RNA interaction inhibition; Rev peptide-RRE RNA binding, FRET; inhibition, % at 8 µM; actives 0.79% (n = 97,000);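 active means inhibition above the screen-wide mean plus 3 SD, cut at about 35% in these data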;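 further: 0% = median DMSO wells and 100% = median Neomycin B control wells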
Target sequence (P05866 whole entry, looked up): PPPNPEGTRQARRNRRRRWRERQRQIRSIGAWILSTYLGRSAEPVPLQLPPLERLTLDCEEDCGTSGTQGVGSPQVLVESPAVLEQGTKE
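Test system: Cy5-tagged RRE RNA duplex with fluorescein-tagged Rev peptide | Read-out: % inhibition of FRET ratio versus controls | Probe or stimulus: Labelled Rev peptide | Incubation: 5 min RNA-compound premix plus 15 min binding step, 25 °C | Technique: FRET fluorescence readout | Benchmarks: DMSO low control, neomycin B high control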
ERa coact pot = enhances coactivator binding to human estrogen receptor alpha; TR-FRET ERalpha-LBD/SRC-Cy5 coactivator binding, 2 h; 100 = basal binding, no effect; coactivator binding (% of control), % at 25.6 µM; actives 1.3% (n = 86,000); AID 639; in the data active means activity above about 200%;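 further: binding measured in presence of low estradiol as agonist stimulus; 0% = peptide alone without receptor and 100% = receptor with peptide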
ERb coact inh = blocks coactivator binding to human estrogen receptor beta; TR-FRET ER-beta LBD / SRC1-Cy5 peptide binding; receptor agonist-loaded with 1 µM estradiol; inhibition, % at 25.6 µM; actives 1.3% (n = 86,000);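 active means compounds whose percent inhibition of the receptor-coactivator binding signal exceeds about 50% in the single-dose screen, limit read from the data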;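 further: 0% = receptor plus peptide wells without compound and 100% = peptide-only wells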
Mac1 fbg inh = blocks human CD11b/CD18 adhesion to fibrinogen; P05107+P11215; K562 CD11b/CD18 adhesion to fibrinogen, ATPlite luminescence; Mn2+ added to activate the integrin; inhibition, % at 10 µM; actives 0.54% (n = 93,000);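 active means primary inhibition of 50% or more at 10 µM, then 40% or more on retest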; further: some results filed as inactive read as strong as hits
PLK1 kinase inh = inhibitors of human PLK1 kinase; P53350; recombinant PLK1 kinase, TR-FRET peptide phosphorylation; inhibition, % at 10 µM; actives 0.53% (n = 97,000); AID 619;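 active means inhibition of 50% or more in the single-concentration screen; inactive means inhibition below 50%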;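 further: 0% = DMSO max control and 100% = H-89 dihydrochloride min control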
* hit, by the source's call; [ ] = remark or other dose.

CCOc1ccc(C(=S)NC2CCCCC2)cc1OC was read as FAK blocker 2, PLK1 PBD inh 4, CD11b adhes enh 0, Rev-RRE block -2, Mac1 fbg inh 4 and PLK1 kinase inh -4.
Cn1ncc(Br)c1C(=O)OCC(=O)Nc1nc(-c2ccccc2)cs1 was read as FAK blocker 1, PLK1 PBD inh -3, ERa SRC1 inh 1, Rev-RRE block 15, ERa coact pot 138, ERb coact inh 5 and PLK1 kinase inh -8.
Screening COC(=O)c1c(NC(=S)Nc2ccccc2Cl)sc(C)c1C returned FAK blocker -4, PLK1 PBD inh -2, CD11b adhes enh 3, Rev-RRE block 1, Mac1 fbg inh 6 and PLK1 kinase inh 9.
Cc1nc2sc(C(c3ccccc3)N3CCOCC3)c(O)n2n1 (stereo not drawn) was read as FAK blocker -1, PLK1 PBD inh 3, ERa SRC1 inh 7, Rev-RRE block 12, ERa coact pot 114, ERb coact inh -9 and PLK1 kinase inh -16.
COc1cccc(C2c3c(-c4ccccc4)n[nH]c3C(=O)N2c2ccc(C(=O)O)cc2)c1 (stereo not drawn) was read as FAK blocker -5, PLK1 PBD inh 13, Rev-RRE block -4 and PLK1 kinase inh -17.
For O=C(Oc1ccc(/C=N/Nc2ccccc2)cc1)c1ccccc1 the results were FAK blocker 6, PLK1 PBD inh -31, Rev-RRE block 2 and PLK1 kinase inh -6.
For CCCC(=O)NC(Nc1ccc(S(=O)(=O)Nc2cc(C)on2)cc1)(C(F)(F)F)C(F)(F)F the results were FAK blocker 0, PLK1 PBD inh 6, ERa SRC1 inh 29, Rev-RRE block 0, ERa coact pot 60, ERb coact inh 9 and PLK1 kinase inh -8.
CCOc1ccc(S(=O)(=O)NCC(=O)N(C)Cc2cccnc2)cc1 was read as FAK blocker 1, PLK1 PBD inh -4, ERa SRC1 inh -2, CD11b adhes enh 1, Rev-RRE block 5, ERa coact pot 124, ERb coact inh -13[fluorescence artefact?], Mac1 fbg inh -5 and PLK1 kinase inh -11.
Screening COC(=O)COc1ccc(S(=O)(=O)N2CCOCC2)cc1C returned FAK blocker 8, PLK1 PBD inh 16, ERa SRC1 inh -2, CD11b adhes enh 1, Rev-RRE block 7, ERa coact pot 113, ERb coact inh -2, Mac1 fbg inh -19 and PLK1 kinase inh -14.
CCC(C)Oc1cccc(C(=O)Nc2ccccc2N2CCOCC2)c1 (stereo not drawn) was read as FAK blocker -1, PLK1 PBD inh -2, ERa SRC1 inh 1, CD11b adhes enh 10, Rev-RRE block 11, ERa coact pot 102, ERb coact inh -8, Mac1 fbg inh 2 and PLK1 kinase inh -10.
`Cn1c(NCC(O)CO)nc2c1c(=O)n(Cc1ccc(Cl)c(Cl)c1)c(=O)n2C` (stereo not drawn) gave FAK blocker 2, PLK1 PBD inh 7, ERa SRC1 inh 11, Rev-RRE block 5, ERa coact pot 90, ERb coact inh -3 and PLK1 kinase inh -11.
Screening Nc1c(S(=O)(=O)c2cccc(Cl)c2)c2nc3ccccc3nc2n1CCN1CCOCC1 returned FAK blocker -4, PLK1 PBD inh 2, ERa SRC1 inh 20[fluorescence artefact?], CD11b adhes enh 8, Rev-RRE block 14, ERa coact pot 172[fluorescence artefact?], ERb coact inh 18[fluorescence artefact?], Mac1 fbg inh -15 and PLK1 kinase inh -2.
`Cc1cc(C(C)(C)C)oc1C(=O)N(CC(=O)NC1CCCC1)Cc1ccc(Cl)cc1` gave FAK blocker 3, PLK1 PBD inh -43, CD11b adhes enh 5, Rev-RRE block 0, Mac1 fbg inh 5 and PLK1 kinase inh -20.
COC(=O)c1cc(C#N)c(Oc2cccc(C)c2C)nc1C was read as FAK blocker 1, PLK1 PBD inh 12, CD11b adhes enh 0, Rev-RRE block 3, Mac1 fbg inh 3 and PLK1 kinase inh -8.
Screening Cc1cc2cc(CNC(=O)Nc3cccc(Cl)c3)ccc2n1C returned FAK blocker 5, PLK1 PBD inh -27, ERa SRC1 inh 20[fluorescence artefact?], CD11b adhes enh 18, Rev-RRE block 7, ERa coact pot 215*[fluorescence artefact?], ERb coact inh 15[fluorescence artefact?], Mac1 fbg inh 18 and PLK1 kinase inh -30.
For O=C(NCc1ccccc1)c1n[nH]nc1-c1ccccc1O the results were ERa SRC1 inh -4, CD11b adhes enh -4, ERa coact pot 101[fluorescence artefact?], ERb coact inh 2 and Mac1 fbg inh 18.
NC(=O)C(c1ccc(Cl)cc1)c1ncc(C(F)(F)F)cc1Cl (stereo not drawn) was read as FAK blocker 1, PLK1 PBD inh -2, Rev-RRE block 2 and PLK1 kinase inh -11.
Screening COC(=O)c1cc(-c2ccccc2)n[nH]1 returned FAK blocker -4, PLK1 PBD inh -16, ERa SRC1 inh 2, CD11b adhes enh -1, Rev-RRE block 4, ERa coact pot 117, ERb coact inh 9, Mac1 fbg inh -6 and PLK1 kinase inh -12.
For CCn1c(SCC(=O)N2CCCCC2)nc(O)cc1=O the results were FAK blocker -2, PLK1 PBD inh 2, ERa SRC1 inh -2, Rev-RRE block 5, ERa coact pot 103, ERb coact inh -10 and PLK1 kinase inh -12.
Screening Cc1onc(-c2ccccc2Cl)c1-c1nc(-c2ccncc2)no1 returned FAK blocker 3, PLK1 PBD inh -17, ERa SRC1 inh -3, CD11b adhes enh -2, Rev-RRE block 9, ERa coact pot 88, ERb coact inh -10, Mac1 fbg inh -1 and PLK1 kinase inh 3.
Screening O=C1NC(=O)c2c(NC(=O)C3CCCO3)cccc21 (stereo not drawn) returned FAK blocker 1, PLK1 PBD inh 9, ERa SRC1 inh -23, CD11b adhes enh 2, Rev-RRE block 0, ERa coact pot 120, ERb coact inh -21[fluorescence artefact?], Mac1 fbg inh 6 and PLK1 kinase inh -9.
`Cc1c(Br)c([N+](=O)[O-])nn1C(C)C(=O)N1CCCc2ccccc21` (stereo not drawn) gave FAK blocker 3, PLK1 PBD inh -3, CD11b adhes enh -1, Rev-RRE block 10, Mac1 fbg inh -2 and PLK1 kinase inh -14.
For CCC(C)N(C(=O)COC(=O)CCc1c[nH]c2ccccc12)C1CCS(=O)(=O)C1 (stereo not drawn) the results were FAK blocker 2, PLK1 PBD inh -2, ERa SRC1 inh -5, CD11b adhes enh -2, Rev-RRE block 0, ERa coact pot 98, ERb coact inh -2, Mac1 fbg inh -2 and PLK1 kinase inh -11.
For O=C(CCN1C(=O)c2ccccc2C1=O)Nn1cnnc1 the results were ERa SRC1 inh 14[fluorescence artefact?], CD11b adhes enh -2, ERa coact pot 68[fluorescence artefact?], ERb coact inh 19 and Mac1 fbg inh 4.

Ordered by molar mass (ascending): part of the list above.
Screening O=C1NC(=O)c2c(NC(=O)C3CCCO3)cccc21 (stereo not drawn) returned FAK blocker 1, PLK1 PBD inh 9, ERa SRC1 inh -23, CD11b adhes enh 2, Rev-RRE block 0, ERa coact pot 120, ERb coact inh -21[fluorescence artefact?], Mac1 fbg inh 6 and PLK1 kinase inh -9.
For O=C(CCN1C(=O)c2ccccc2C1=O)Nn1cnnc1 the results were ERa SRC1 inh 14[fluorescence artefact?], CD11b adhes enh -2, ERa coact pot 68[fluorescence artefact?], ERb coact inh 19 and Mac1 fbg inh 4.
For O=C(NCc1ccccc1)c1n[nH]nc1-c1ccccc1O the results were ERa SRC1 inh -4, CD11b adhes enh -4, ERa coact pot 101[fluorescence artefact?], ERb coact inh 2 and Mac1 fbg inh 18.
Screening Cc1cc2cc(CNC(=O)Nc3cccc(Cl)c3)ccc2n1C returned FAK blocker 5, PLK1 PBD inh -27, ERa SRC1 inh 20[fluorescence artefact?], CD11b adhes enh 18, Rev-RRE block 7, ERa coact pot 215*[fluorescence artefact?], ERb coact inh 15[fluorescence artefact?], Mac1 fbg inh 18 and PLK1 kinase inh -30.
`Cc1c(Br)c([N+](=O)[O-])nn1C(C)C(=O)N1CCCc2ccccc21` (stereo not drawn) gave FAK blocker 3, PLK1 PBD inh -3, CD11b adhes enh -1, Rev-RRE block 10, Mac1 fbg inh -2 and PLK1 kinase inh -14.

(continued)
`Cc1ccc(NC(=S)N2CCC(N(C)CC3CCCO3)CC2)c(C)c1` (stereo not drawn) gave FAK blocker -4, PLK1 PBD inh -4, ERa SRC1 inh 18, CD11b adhes enh -2, Rev-RRE block 9, ERa coact pot 106, ERb coact inh -10, Mac1 fbg inh -35 and PLK1 kinase inh -6.
`COc1ccc(OC)c(C(=O)c2coc3ccc(OC)cc23)c1` gave FAK blocker -5, PLK1 PBD inh 3, ERa SRC1 inh -5, CD11b adhes enh -1, Rev-RRE block 5, ERa coact pot 105, ERb coact inh -3, Mac1 fbg inh 7 and PLK1 kinase inh -6.
Cc1cc(C)cc(C(=O)N(NC(=O)Nc2ccc(Cl)cc2)C(C)(C)C)c1 was read as FAK blocker 9, PLK1 PBD inh 4, CD11b adhes enh 4, Rev-RRE block 7, Mac1 fbg inh 16 and PLK1 kinase inh -7.
Screening O=C(Nc1ccc(Cl)cc1)Nc1cccnc1 returned FAK blocker 3, PLK1 PBD inh 3, ERa SRC1 inh -2, CD11b adhes enh 0, Rev-RRE block 4, ERa coact pot 81[fluorescence artefact?], ERb coact inh 8, Mac1 fbg inh 10 and PLK1 kinase inh -6.
Screening Cc1ccc(-c2nc(CS(=O)(=O)CC(=O)N3CCCCCC3)c(C)o2)cc1 returned ERa SRC1 inh 6, CD11b adhes enh -2, ERa coact pot 106, ERb coact inh -17 and Mac1 fbg inh 18.
For COc1ccccc1N(CC(=O)NCc1ccccn1)S(C)(=O)=O the results were FAK blocker 1, PLK1 PBD inh -26, ERa SRC1 inh 3, CD11b adhes enh 0, Rev-RRE block 5, ERa coact pot 134, ERb coact inh -2, Mac1 fbg inh -20 and PLK1 kinase inh -6.
`O=C(NC1CCCCC1)c1ccccc1NC(=O)C1CC(=O)N(c2ccccc2)C1` (stereo not drawn) gave FAK blocker -2, PLK1 PBD inh 9, ERa SRC1 inh 3, Rev-RRE block 2, ERa coact pot 105, ERb coact inh -6 and PLK1 kinase inh 2.
`c1ccc2c(c1)oc1c(NCC3CCCO3)ncnc12` (stereo not drawn) gave FAK blocker 4, PLK1 PBD inh 16, ERa SRC1 inh -7, CD11b adhes enh 2, Rev-RRE block 7, ERa coact pot 113, ERb coact inh 43, Mac1 fbg inh -2 and PLK1 kinase inh -15.
For Cn1c(Cn2c(=O)sc3ccccc32)nnc1SCc1cccnc1 the results were FAK blocker -2, PLK1 PBD inh -1, ERa SRC1 inh -9, CD11b adhes enh 9, Rev-RRE block 7, ERa coact pot 122, ERb coact inh -3, Mac1 fbg inh -14 and PLK1 kinase inh -13.
Screening CC1CN(C(=O)c2cc3ccccc3oc2=O)CC(C)O1 (stereo not drawn) returned ERa SRC1 inh 5, CD11b adhes enh 1, ERa coact pot 92, ERb coact inh 11 and Mac1 fbg inh 14.
Screening COc1ccc(CNCC(O)(c2ccc(Cl)cc2)c2ccc(Cl)cc2)cc1OC returned FAK blocker 0, PLK1 PBD inh 2, CD11b adhes enh -3, Rev-RRE block 63*, Mac1 fbg inh 21 and PLK1 kinase inh 8.
For CCCCSc1nnc([C@H](C)NC(=O)OC(C)(C)C)o1 the results were FAK blocker 0, PLK1 PBD inh 14, ERa SRC1 inh 1, CD11b adhes enh 2, Rev-RRE block 2, ERa coact pot 115, ERb coact inh 13, Mac1 fbg inh 3 and PLK1 kinase inh -4.
Screening COc1ccc(S(=O)(=O)N(CC(N)=O)C2CCCCC2)cc1Cl returned FAK blocker 0, PLK1 PBD inh -10, ERa SRC1 inh 18, CD11b adhes enh -1, Rev-RRE block 2, ERa coact pot 96, ERb coact inh -2[fluorescence artefact?], Mac1 fbg inh -13 and PLK1 kinase inh -8.

Screening data deposited in PubChem by several laboratories.
